Screening results deposited in PubChem by several laboratories.
MEKK3 PB1 HTS: raises or lowers MEK5 binding to the human MEKK3 PB1 domain; Q99759; AID 1529; bead-based flow cytometry, Alexa488-MEK5 binding to MEKK3; actives lie on both sides; 0 = blocked by unlabeled MEK5, 100 = vehicle; binding response (% of control), % at 10 µM; 290,000 compounds, 1.4% hits;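 active means binding response more than 3 SD above or below the average of its plate-row segment, actives on both sides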;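 further: Alexa488 bead fluorescence after subtracting the streptavidin-only scavenger bead signal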
GalR3 antagonist: human GalR3 antagonism. O60755. inhibition, % at 3 µM. HEK293 GalR3-CNG cAMP membrane potential fluorescence; galR3 body fused to GalR1 C-terminus. 360,000 compounds, 0.44% hits. AID 651719;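 active means inhibition above the screen-wide average plus 3 SD, cut at about 13% in these data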;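 further: forskolin and galanin both at EC90 stimulate the cells; cAMP rise reported by CNG channel membrane potential dye signal; 0% = forskolin plus galanin with DMSO and 100% = forskolin alone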
NALP1 inh: blocks the NALP1 inflammasome reconstituted in yeast. S. cerevisiae NALP1/ASC/caspase-1 growth, X-gal OD620, 72 h. inhibition, % at 10 µM. 280,000 compounds, 0.61% hits. AID 2071; in the data active means inhibition mostly above about 24%, no sharp cut-off; inactive means mostly below about 32%; further: some compounds called inactive have numbers as strong as hits
GPR7 antag: blocks human GPR7 receptor signaling; P48145; GPR7-expressing cells, fluorescence antagonist assay; inhibition, % at 4.4 µM; 290,000 compounds, 1.1% hits; AID 1861; in the data active means inhibition above about 16%, passing the limit was not always enough;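 further: cells stimulated with the agonist NPW; 0% = agonist with vehicle and 100% = vehicle without agonist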
Target sequence (P48145 whole entry, looked up): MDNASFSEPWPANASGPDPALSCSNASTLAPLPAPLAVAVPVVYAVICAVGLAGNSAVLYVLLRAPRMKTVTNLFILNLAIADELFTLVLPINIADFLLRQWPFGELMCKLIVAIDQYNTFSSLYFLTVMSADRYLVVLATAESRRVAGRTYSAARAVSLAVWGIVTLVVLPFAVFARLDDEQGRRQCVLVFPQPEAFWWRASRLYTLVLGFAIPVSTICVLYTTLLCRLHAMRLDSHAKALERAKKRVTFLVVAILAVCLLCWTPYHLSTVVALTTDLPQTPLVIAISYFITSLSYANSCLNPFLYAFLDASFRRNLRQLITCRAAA
OXTR ag: agonists of human oxytocin receptor; CHO-OTR cells, Fluo-8 calcium fluorescence; normalized: DMSO 0%, oxytocin 100%; activation, % at 3 µM; 320,000 compounds, 0.32% hits; AID 2435;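 active means activation above the mean of all tested compounds plus 3 SD, cutoff set per screening run, cut at about 20% in these data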;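 further: peak over basal fluorescence ratio from a 100 s FLIPR kinetic read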
Target sequence (P30559 whole entry, looked up): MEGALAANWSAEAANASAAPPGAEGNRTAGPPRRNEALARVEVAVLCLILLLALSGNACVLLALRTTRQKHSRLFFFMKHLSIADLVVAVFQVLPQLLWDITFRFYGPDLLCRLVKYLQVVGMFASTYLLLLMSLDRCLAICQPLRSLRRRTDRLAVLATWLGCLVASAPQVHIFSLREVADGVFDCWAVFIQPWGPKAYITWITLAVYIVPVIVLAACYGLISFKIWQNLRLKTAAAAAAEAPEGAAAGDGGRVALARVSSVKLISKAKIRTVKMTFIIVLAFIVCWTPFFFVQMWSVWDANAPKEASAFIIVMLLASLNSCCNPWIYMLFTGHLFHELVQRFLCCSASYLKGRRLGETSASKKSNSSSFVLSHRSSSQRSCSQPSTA
MEKK2 WT-MEK5: raises or lowers MEK5 binding to wildtype human MEKK2 PB1 domain. Q9Y2U5. bead flow cytometry, Alexa488-MEK5 binding to MEKK2 WT; actives lie on both sides. binding response (% of control), % at 10 µM. 290,000 compounds, 1.1% hits. AID 1531; in the data active means binding response below about 67% or above about 130%
MEKK2 mut-MEK5: signal of MEK5 binding to mutant human MEKK2 PB1 domain; bead flow cytometry, Alexa488-MEK5 binding to MEKK2 mutant; percent response, % at 10 µM; 290,000 compounds, 0.35% hits; in the data active means percent response above about 24%, passing the limit was not always enough; further: inactives centre near 1; some results filed as inactive read as strong as hits; reference of the scale not given here
V1R ag counter: counter-screen for oxytocin receptor agonists: human V1a receptor agonists. P37288. CHO-V1R cells, Fluo-8 calcium fluorescence, agonist mode; 0% DMSO, 100% 3 nM vasopressin. AID 2797. 320,000 compounds, 0.25% hits. activation, % at 3 µM;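 active means activation above the mean activation of all tested compounds plus 3 SD, per screening run, cut at about 20% in these data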;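 further: signal is peak over basal fluorescence ratio across a 100 second FLIPR read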
PHOSPHO1 inh: blocks human PHOSPHO1 phosphatase activity; AID 1565; recombinant PHOSPHO1, absorbance phosphatase assay; 290,000 compounds, 1.1% hits; inhibition, % at 13.3 µM; Q8TCT1; in the data active means inhibition above about 60%
Target sequence (Q8TCT1 whole entry, looked up): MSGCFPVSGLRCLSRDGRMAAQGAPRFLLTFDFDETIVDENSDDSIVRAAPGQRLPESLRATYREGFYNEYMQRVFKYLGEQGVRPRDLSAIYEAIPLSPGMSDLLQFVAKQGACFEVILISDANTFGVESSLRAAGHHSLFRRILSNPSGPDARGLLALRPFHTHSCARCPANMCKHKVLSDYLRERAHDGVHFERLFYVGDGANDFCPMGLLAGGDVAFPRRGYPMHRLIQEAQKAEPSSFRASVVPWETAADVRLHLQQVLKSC
Numbers without * were called inactive; / = no result given.

Structure	MEKK3 PB1 HTS	GalR3 antagonist	NALP1 inh	GPR7 antag	OXTR ag	MEKK2 WT-MEK5	MEKK2 mut-MEK5	V1R ag counter	PHOSPHO1 inh
Cc1ccc(NC(=S)NC2CCSc3ccccc32)cc1 (configuration not stated)	95	-8	26	34*	-0.6	96	-10	5.2	27
Cc1ccc(C2=NN(C(=O)c3ccccc3F)C(c3ccccc3F)C2)cc1 (configuration not stated)	97	-9	12	-13	-1.1	88	-6	0.9	-20
Cc1cc(C)cc(C(=O)N2CCN=C2c2ccccc2)c1	105	-2	7	-7	0.6	108	-1	0.5	-5
Cc1cccc(C(=O)Oc2ccc(/C=N/NC(=O)c3cc(O)cc(O)c3)cc2)c1	87	-2	16	8	/	75	-11	/	1
COCc1c(C(=O)NC2CCCCCC2)oc2ccccc12	108	-5	4	5	-2.3	96	-5	-1.9	-3
COC(=O)Cn1c(C)nc2ccccc21	98	-5	-2	-3	0.3	100	5	0.4	5
CC(=O)Nc1ccc(OCCOc2ccc(/C=C3\C(=N)N4N=C(C)SC4=NC3=O)cc2)cc1	105	-9	18	13	0.8	100	0	2.3	33
COc1ccc(Cc2nc3c4c(ncn3n2)Oc2ccc3ccccc3c2C4c2ccc(OC)c(OC)c2)cc1 (configuration not stated)	96	0	18	-7	-0.8	95	7	0.3	-4
Cc1nnc(NC(=O)c2cccc(Br)c2)s1	103	-5	-9	-5	1.0	103	3	0.4	15
Cc1c(C(=O)OC(C)CCN(C)C)oc2ccccc12 (configuration not stated)	94	-7	14	-1	1.6	91	0	0.2	-2
COc1cc2ncc(S(=O)(=O)c3ccccc3)c(N3CCC4(CC3)OCCO4)c2cc1OC	103	3	-2	-1	0.5	103	5	-0.8	-22
CC1=C(C(=O)OC(C)C)C2(O)C(=O)c3ccccc3C2(O)N1 (configuration not stated)	108	0	-70	-11	0.4	103	-1	0.6	-1
COc1cccc2c1CCC(NC(C)=O)C2=O (configuration not stated)	97	1	18	-7	-0.4	100	0	1.4	-5
O=C(COc1ccc2c3c(c(=O)oc2c1)CCC3)N1CCCC1	99	-11	2	-8	0.4	100	3	-0.2	-13
O=C(CCN1C(=O)c2ccncc2C1=O)NCc1ccc(Cl)cc1	102	0	6	14	-0.4	99	2	0.5	40
COc1ccccc1N(C(=O)CNS(=O)(=O)c1ccccc1)C(C(=O)NCc1ccco1)C(C)C (configuration not stated)	112	0	20	1	/	109	9	/	4
CN(C)S(=O)(=O)c1ccc2c(c1)Cc1cc(S(=O)(=O)N(C)C)ccc1-2	99	-11	19	-8	1.1	101	0	-0.7	-3
CC(Nc1[nH]c(=O)n(C)c(=O)c1N=O)c1ccccc1 (configuration not stated)	63	-3	15	-4	0.6	74	-12	-1.0	-3
COc1ccccc1NC(=O)COc1ccc2c(c1)OCO2	101	1	5	-9	-1.7	102	1	0.9	21
COc1ccc(Cc2nnc(Nc3ccc(C)cc3C)[nH]c2=O)cc1	101	-5	9	-10	0.3	101	-1	1.4	3
COc1ccc(C(CNC(=O)C(CCSC)NC(=O)c2ccccc2OC)N2CCCCC2)cc1 (configuration not stated)	102	-1	5	-3	-1.7	112	6	-1.7	27
Cc1cc(NC(=O)C2CCCCC2)nc2c1c(=O)oc1ccccc12	/	2	1	-9	0.1	/	/	-0.6	16
CC(=O)OC(COc1ccccc1)Cn1cnc2cc(C)c(C)cc21 (configuration not stated)	103	-6	0	-8	-1.0	102	8	-0.4	-3
CNCc1ccccc1Sc1ccc(OC)c(OC)c1	99	1	9	-2	-0.7	100	0	0.1	21
Cc1nc2ccccc2c2c1CC(C)S2 (configuration not stated)	109	4	/	-15	-1.0	97	-1	0.4	4

Carrying on.
Structure	MEKK3 PB1 HTS	GalR3 antagonist	NALP1 inh	GPR7 antag	OXTR ag	MEKK2 WT-MEK5	MEKK2 mut-MEK5	V1R ag counter	PHOSPHO1 inh
CN1CCC(=NNC(=O)c2ccco2)CC1	108	-3	20	7	-0.6	108	18	-0.3	3
O=C(NCCc1ccc(Cl)cc1)c1cccc(NC2=NC3CS(=O)(=O)CC3S2)c1 (configuration not stated)	98	/	-4	-16	-1.7	94	-4	-1.5	33
CCOP(=O)(OCC)C(C)(C)NC(=O)c1cc([N+](=O)[O-])cc([N+](=O)[O-])c1	100	-4	-6	-2	1.3	96	-1	-0.1	9
N#Cc1sc(=O)[nH]c1Cl	107	-2	/	/	0.4	104	3	0.9	/
Cc1nc(Nc2ccc3c(c2)OCO3)c2oc3ccccc3c2n1	100	-5	20	-27	-3.2	103	1	-1.8	39
CC(C)CCn1c(CN(C)Cc2ccccc2)nc2c1c(=O)n(C)c(=O)n2C	95	-7	-2	-13	-2.6	91	-5	-1.7	-12
Cc1cc(=O)oc(C)c1C(=O)OCC(=O)c1ccc(Cl)c(Cl)c1	105	0	3	3	2.5	101	0	4.5	-16
O=C(Cc1nn[nH]n1)Nc1cc(Cl)cc(Cl)c1	99	-6	29	25	0.1	101	-9	0.3	10
CN(CCC#N)C(=O)COC(=O)c1c2c(nc3ccccc13)/C(=C/c1ccco1)CC2	109	4	17	-9	-0.5	90	-1	0.9	-32
O=C(CSc1n[nH]c(-c2cccs2)n1)NC1CCS(=O)(=O)C1 (configuration not stated)	102	-1	-5	-5	0.2	105	6	0.7	/
OC(COCc1ccc(Cl)cc1)CN1CCc2ccccc2C1 (configuration not stated)	104	-5	40	-9	0.9	106	4	-0.3	3
CCOc1ccc(S(=O)(=O)NCCCN2CCCC2=O)cc1	55	-1	18	-6	0.2	68	-11	-0.4	30
Cc1nc2cc(-c3cccc(F)c3)nn2c(N2CCN(C(=O)c3ccco3)CC2)c1C	/	0	0	-8	-0.1	/	/	-0.3	-3
CCOC(=O)c1[nH]c2ccc(Br)cc2c1NC(=O)CCN1CCOCC1	88	3	3	-15	0.7	92	-14	0.9	-1
CCC(C(=O)NCc1ccccn1)n1c2ccccc2c2nc(=O)cc(C)n21 (configuration not stated)	100	-7	15	-17	-0.5	100	1	-1.0	10
CCO/C=C/C(=O)N(C)CCC#N	108	2	-17	-1	0.7	109	2	0.7	-20
O=C(O)CCN1C(=O)c2ccc(NC(=O)c3ccco3)cc2C1=O	99	4	18	-1	0.6	99	-1	0.9	29
COc1ccc(N(CC(=O)NCc2ccccc2Cl)S(=O)(=O)c2c(C)noc2C)cc1	100	0	4	7	0.6	102	-1	3.4	40
C/C(=N\NC(=O)c1ccccc1)c1ccc(NC(=O)c2cccs2)cc1	100	0	30	0	-0.6	109	11	-0.6	-2
C(=C\c1ccccc1)/C=N/N1CCN(c2ccccn2)CC1	105	4	/	-13	-1.9	101	-1	-0.3	22
O=C(O)CCc1nn2c3ccccc3nc2n(Cc2ccccc2)c1=O	103	-4	5	-11	0.1	88	-13	0.1	-20
Cc1ccc2cc(C)c(N3CCN(c4ccccn4)CC3)nc2c1	107	-6	18	-19	-1.1	104	6	-0.7	-65
O=C(CSc1nc2ccccc2c(=O)n1NC(=O)Cc1ccccc1)NCc1ccccc1	98	-4	-3	-7	-0.8	98	-1	-0.5	10
Cc1cc([N+](=O)[O-])nn1Cc1noc(C(=O)NCCc2ccccn2)n1	101	-8	-22	-9	0.3	102	6	0.7	52
CCCNC(=O)Cn1nc(C(F)(F)F)c2c1CCC2	99	-6	-1	14	-0.6	94	-6	0.2	10

One compound at a time (already shown):
O=C(CSc1nc2ccccc2c(=O)n1NC(=O)Cc1ccccc1)NCc1ccccc1 across the screens: MEKK3 PB1 HTS: 98; GalR3 antagonist: -4; NALP1 inh: -3; GPR7 antag: -7; OXTR ag: -0.8; MEKK2 WT-MEK5: 98; MEKK2 mut-MEK5: -1; V1R ag counter: -0.5; PHOSPHO1 inh: 10
CN(CCC#N)C(=O)COC(=O)c1c2c(nc3ccccc13)/C(=C/c1ccco1)CC2 across the screens: MEKK3 PB1 HTS: 109; GalR3 antagonist: 4; NALP1 inh: 17; GPR7 antag: -9; OXTR ag: -0.5; MEKK2 WT-MEK5: 90; MEKK2 mut-MEK5: -1; V1R ag counter: 0.9; PHOSPHO1 inh: -32

Later entries
Structure	MEKK3 PB1 HTS	GalR3 antagonist	NALP1 inh	GPR7 antag	OXTR ag	MEKK2 WT-MEK5	MEKK2 mut-MEK5	V1R ag counter	PHOSPHO1 inh
Cc1nc2c(-c3ccc(F)cc3)c(C)nn2c(C)c1CCC(=O)N1CCN(c2ccc(F)cc2)CC1	107	8	23	-4	-0.2	106	6	0.3	5
C=C1c2ccccc2NC(=O)N1c1ccc(C)cc1	104	-1	-5	-9	0.2	103	1	0.5	6
COCc1ccc(C(=O)N2CCCC(CNC(=O)c3ccc(F)cc3)C2)o1 (configuration not stated)	100	-3	9	-8	-0.4	107	4	4.1	9
COCCCNC(=O)c1cc(C)nn1-c1ccccc1	107	-4	/	-8	-0.1	103	-2	0.0	32
Cc1cc(Cl)ccc1NC(=O)Nc1c(C)n(-c2ccccc2)c(=O)n1C	102	1	4	0	-0.1	99	5	-0.5	-6
CCCCNC(=O)c1onc(CSc2cccc(F)c2)c1C(=O)O	107	10	-17	-7	-1.2	114	7	0.9	3
O=C(Nc1nn(Cc2ccc(Cl)cc2)cc1Br)c1ccc(COc2ccccc2Cl)o1	106	-3	14	-2	2.1	97	2	1.9	1
N/C(=N\OC(=O)C12CC3CC(CC(C3)C1)C2)c1ccccn1	100	4	24	-6	-1.8	105	-1	2.9	-4
CC(C)(C)c1ccc(-c2noc(CCC(N)=O)n2)cc1	94	-4	21	-11	4.4	99	-3	3.0	-4
COc1cc(C=O)ccc1OC(=O)c1ccncc1	101	-6	-11	-4	0.5	96	-8	0.1	3
COCCN(C(=O)c1ccccc1OC1CCN(S(C)(=O)=O)CC1)C(C)C	98	1	-2	2	0.1	99	1	0.1	47
O=C(Cn1cnc2c(nnn2Cc2ccc(Cl)cc2)c1=O)c1ccccc1	107	/	4	-6	2.2	94	15	1.6	4
COc1ccc(-n2c(N3CCN(C)CC3)nc3sc4c(c3c2=O)CCCCC4)cc1	116	-3	/	-8	2.0	135	15	1.0	19
CN(C)S(=O)(=O)c1ccc(NC(=O)COc2ncnc3c2cnn3-c2ccccc2)cc1	95	1	30	6	1.2	92	1	1.3	3
O=c1[nH]c2cccnc2n1-c1cccc([N+](=O)[O-])c1	99	3	/	7	-1.0	92	-2	0.7	18
C[C@H](NC(=O)c1nc[nH]c1C(=O)NCC(=O)OCc1ccccc1)c1ccccc1	100	-1	15	-2	1.8	101	-9	0.2	-7
CCN1C(=O)N/C(=C/c2cc(C)n(Cc3ccccc3)c2C)C1=O	98	-5	10	-8	-1.2	101	0	1.3	-4
CCOC(=O)Cc1nnc(NC(=O)COc2ccc(C)cc2)s1	102	-1	19	-1	10	96	-1	11	18
CCCOc1ccc(C(=O)CCC(=O)OCC(=O)N2CC(=O)Nc3ccccc32)cc1	114	-2	-5	-3	5.9	116	5	6.0	19
O=C(O)COc1ccc(/C=N/NC(=O)Cc2ccc(Cl)cc2)cc1	99	-4	-5	-6	-0.2	101	2	-0.3	3
CCOc1ccc(C(=O)NCC(=O)OCC(=O)Nc2ccccc2OCC)cc1	97	-3	-12	-8	-1.9	107	3	-1.7	9
COc1cc(NC2c3ccccc3C(=O)N2c2cc(C)ccn2)cc(OC)c1OC (configuration not stated)	102	/	1	-6	-1.3	104	9	0.2	-4
NC(=O)c1nsc(C(=O)N(c2ccccc2)C(C(=O)NCc2ccc(F)cc2)c2ccco2)c1N (configuration not stated)	96	-6	21	-4	3.8	80	-11	6.4	-6
O=C(/C=C/c1ccc(OC(F)F)cc1)OCC(=O)N1CCN(C(=O)c2ccco2)CC1	51	-2	/	-8	2.0	81	1	3.2	7

Compounds as they come; any-hit rate near 5.4%.
